Screening data as filed in PubChem.
FBW7 act: activators of human E3 ligase FBW7 | hit rate 0.13% among 650,000 | AlphaScreen FBW7–phospho-cyclin E peptide binding, activator screen | AID 1259310 | normalized activity (activation), % at 26.1 µM | Q969H0; in the data active = normalized activity above about 1.9%;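 also: purified mutant Fbw7 with reduced substrate affinity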
TEAD-YAP block: TEAD-YAP interaction inhibition | AID 1259422 | hit rate 1.4% among 640,000 | HEK-TIYL cells, TEAD-Gal4/YAP UAS-luciferase luminescence | inhibition, % at 9.12 µM; in the data active = inhibition above about 32%;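 also: 0% = median of test compound wells and 100% = reference inhibitor wells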
GPR151 activ: activators of human GPR151; PathHunter beta-arrestin GPR151 cells, luminescence; activation, % at 11.2 µM; hit rate 1% among 650,000; in the data active = activation above about 4.9%;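 also: 0% = median of compound wells and 100% = cells with positive control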
Target sequence (Q8TDV0 whole entry, looked up): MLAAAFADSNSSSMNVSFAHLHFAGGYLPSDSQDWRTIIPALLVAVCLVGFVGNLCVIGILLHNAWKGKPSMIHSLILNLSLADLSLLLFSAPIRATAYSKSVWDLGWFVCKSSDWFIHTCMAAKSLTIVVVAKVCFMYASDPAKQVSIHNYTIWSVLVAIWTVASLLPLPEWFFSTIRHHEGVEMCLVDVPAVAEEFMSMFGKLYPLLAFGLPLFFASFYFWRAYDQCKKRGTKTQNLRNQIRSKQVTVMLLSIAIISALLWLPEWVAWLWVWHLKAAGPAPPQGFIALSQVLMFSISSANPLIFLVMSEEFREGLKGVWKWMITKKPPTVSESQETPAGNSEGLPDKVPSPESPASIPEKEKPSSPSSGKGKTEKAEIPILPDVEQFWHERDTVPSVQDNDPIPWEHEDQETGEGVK
MITF primary: human MITF inhibition, primary screen. O75030. AlphaScreen MITF homodimerization, bead proximity signal. inhibition, % at 2.6 µM. hit rate 0.91% among 650,000; in the data active = inhibition above about 50%;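 also: 0% = vehicle wells with protein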
Target sequence (O75030 whole entry, looked up): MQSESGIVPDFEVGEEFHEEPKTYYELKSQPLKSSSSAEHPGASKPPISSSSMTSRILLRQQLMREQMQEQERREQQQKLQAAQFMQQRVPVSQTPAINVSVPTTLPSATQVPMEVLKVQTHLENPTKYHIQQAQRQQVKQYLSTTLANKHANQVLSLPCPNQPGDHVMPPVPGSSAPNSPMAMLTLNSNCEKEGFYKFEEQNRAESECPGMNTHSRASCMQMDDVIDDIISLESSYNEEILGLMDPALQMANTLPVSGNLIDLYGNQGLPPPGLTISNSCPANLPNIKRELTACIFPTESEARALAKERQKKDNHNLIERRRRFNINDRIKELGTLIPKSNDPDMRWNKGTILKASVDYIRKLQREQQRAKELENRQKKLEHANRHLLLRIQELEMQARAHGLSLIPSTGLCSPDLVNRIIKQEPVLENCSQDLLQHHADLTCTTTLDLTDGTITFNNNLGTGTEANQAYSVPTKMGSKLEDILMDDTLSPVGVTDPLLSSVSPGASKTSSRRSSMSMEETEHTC
* hit, by the source's call; x = no result given; & = joins results of further samples.

smiles	FBW7 act	TEAD-YAP block	GPR151 activ	MITF primary
O=C(c1ccc(Br)s1)N1CCCC(c2ccnc3ncnn23)C1 (centres undefined)	0.1	-2	0.6	-1
CC(C)c1ccc(NC(=O)C2C3C=CC4(CN(Cc5cccnc5)C(=O)C24)O3)cc1 (centres undefined)	-0.1	-10	-0.1	-18
CC(NS(=O)(=O)c1ccc2c(c1)NC(=O)CC(=O)N2)c1ccccc1 (centres undefined)	-0.1	-1	8.3*	-7
COc1ccc(-n2nc3ccc(NC(=O)c4cccc(OCc5ccccc5)c4)cc3n2)cc1	0.1	-6	0.8	2
CC(C)n1c(SCC(=O)Nc2ccc(OC(F)(F)F)cc2)nc2c1c(=O)n(C)c(=O)n2C	0.1	-3	0.9	1
N#CC1=C(N)Oc2c(c(=O)oc3ccccc23)C12C(=O)Nc1ccc(F)cc12 (centres undefined)	-0.1	0	-1.1	1
O=C(Nc1cccc(NC(=O)c2ccc(-c3ccccc3[N+](=O)[O-])o2)c1)c1ccco1	-0.1	-6	-0.7	5
NNC(=O)C1(C(=O)NN)CCC1	0.7	2	-0.6	16
Cc1ccc(NC(=O)c2cc3ccccc3o/c2=N\c2sc3c(c2C#N)CCCC3)cc1	0.0	0	-0.7	2
CC1=NN(Cc2ccccc2)C(=O)C1C(c1ccc(Cl)cc1)C(C#N)C#N (centres undefined)	-0.6	11	-0.4	9
COc1ccc(CCNC(=O)c2ccc3nc(N4CCN(c5ccccn5)CC4)sc3c2)cc1	0.0	0	-0.5	24
C=CCc1cc(C2C3=C(CCCC3=O)NC3=C2C(=O)CCC3)cc(OC)c1O	-0.1	11	-0.4	15

11 of the compounds above, with two lines to a compound:
The line under a structure holds: FBW7 act | TEAD-YAP block | GPR151 activ | MITF primary
O=C(c1ccc(Br)s1)N1CCCC(c2ccnc3ncnn23)C1 (centres undefined)
 : 0.1 | -2 | 0.6 | -1
CC(C)c1ccc(NC(=O)C2C3C=CC4(CN(Cc5cccnc5)C(=O)C24)O3)cc1 (centres undefined)
 : -0.1 | -10 | -0.1 | -18
CC(NS(=O)(=O)c1ccc2c(c1)NC(=O)CC(=O)N2)c1ccccc1 (centres undefined)
 : -0.1 | -1 | 8.3* | -7
COc1ccc(-n2nc3ccc(NC(=O)c4cccc(OCc5ccccc5)c4)cc3n2)cc1
 : 0.1 | -6 | 0.8 | 2
CC(C)n1c(SCC(=O)Nc2ccc(OC(F)(F)F)cc2)nc2c1c(=O)n(C)c(=O)n2C
 : 0.1 | -3 | 0.9 | 1
N#CC1=C(N)Oc2c(c(=O)oc3ccccc23)C12C(=O)Nc1ccc(F)cc12 (centres undefined)
 : -0.1 | 0 | -1.1 | 1
O=C(Nc1cccc(NC(=O)c2ccc(-c3ccccc3[N+](=O)[O-])o2)c1)c1ccco1
 : -0.1 | -6 | -0.7 | 5
NNC(=O)C1(C(=O)NN)CCC1
 : 0.7 | 2 | -0.6 | 16
Cc1ccc(NC(=O)c2cc3ccccc3o/c2=N\c2sc3c(c2C#N)CCCC3)cc1
 : 0.0 | 0 | -0.7 | 2
CC1=NN(Cc2ccccc2)C(=O)C1C(c1ccc(Cl)cc1)C(C#N)C#N (centres undefined)
 : -0.6 | 11 | -0.4 | 9
COc1ccc(CCNC(=O)c2ccc3nc(N4CCN(c5ccccn5)CC4)sc3c2)cc1
 : 0.0 | 0 | -0.5 | 24

Additional entries.
smiles	FBW7 act	TEAD-YAP block	GPR151 activ	MITF primary
COc1ccccc1-n1c(SCC(=O)NC2CCCC2)nnc1-c1cccnc1	-0.1	6	1.0	9
O=C(Nc1ccc(N2CCOCC2)cc1)c1ccnc(Nc2ccncn2)c1	-0.2	-13	-0.4	3
NC(=O)N/N=C/c1cccc(C(F)(F)F)c1	0.0	-4	0.6	6
Cc1ccc(Cl)cc1NC(=O)CCN1C(=S)NC(C)(C)CC1C (centres undefined)	-0.2	4	-0.1	-7
Cc1c(Cl)cccc1NC(=O)CCNS(=O)(=O)c1ccc2[nH]c(=O)ccc2c1	-0.1	0	2.0	2
C/C=C/COC(=O)C1=C(C)NC(=O)NC1c1ccc(N(CC)CC)cc1 (centres undefined)	-0.2	-2	-0.1	-3
CCCN(CCC)S(=O)(=O)c1ccc(C(=O)Nc2cc3oc4ccccc4c3cc2OC)cc1	0.0	9	-1.2	0
CCC(C)(CN(C)C)OC(=O)c1ccccc1 (centres undefined)	0.0	x	0.8	-1
c1ccc(-n2cnc3c(NCc4cccnc4)nc(-c4ccc(N5CCOCC5)nc4)nc32)cc1	0.1	46*	5.7*	0
O=C1NCC2=C1C(c1ccc(Br)cc1)Nc1ccccc1N2 (centres undefined)	-0.1	5	5.5*	8
OC(c1ccccc1)c1ccc(Br)cc1 (centres undefined)	0.4	3	-0.9	17
c1ccc(-n2cccc2CN2CCOc3ccc(CN4CCOCC4)cc3C2)nc1	0.2	0	0.6	6

(further entries)
smiles	FBW7 act	TEAD-YAP block	GPR151 activ	MITF primary
COc1cccc(NC(=S)NCCN2CCOCC2)c1	0.0&-0.1	5&-12	-0.4&0.2	5&25
O=C(NCCN1CCCCC1)c1cccc(CN(C(=O)c2nc3ccc(-c4cn[nH]c4)cc3s2)C2CC2)c1	0.6	4	-1.0	32
Cc1ccc(S(=O)(=O)NCC(=O)N(CC(=O)NC2CCCC2)CC2CCCO2)cc1 (centres undefined)	0.2	11	-0.4	11
O=C(Nc1ccc(Nc2ccccc2)cc1)c1ccc(F)cc1	0.5	-11	0.7	18
CCOC(=O)c1ccc(NC(=O)c2sc(NC(=O)c3cccs3)c(C(=O)OCC)c2C)cc1	0.1	15	-2.1	21
O=C(CC(C(=O)O)C1CCCO1)Nc1ccccc1 (centres undefined)	1.4	18	0.9	9
O=c1c(NCCC2=CCCCC2)c(-c2ccccc2)c1=O	0.4	-7	0.7	4
COc1ccc(NC(=O)c2ccccc2NS(=O)(=O)c2ccc(F)cc2C)cn1	0.1	7	0.3	4
C1CCC(n2nnnc2CN2CCCC2)C1	-0.3	-9	1.9	-3
O=C1OC(c2ccc(F)cc2)=N/C1=C\c1cccc([N+](=O)[O-])c1	0.0	8	0.0	14
COC(=O)c1ccccc1NC(=O)Cn1cnc2c(cnn2-c2ccc(C)c(C)c2)c1=O	0.3	-5	0.0	7
Cc1cc(Nc2ccc(N3CCOCC3)cc2)nc(Nc2ncccn2)n1	-0.1	7	0.2	7

Going on with the list.
smiles	FBW7 act	TEAD-YAP block	GPR151 activ	MITF primary
O=C1CS/C(=C/c2nc(-c3ccc(F)cc3)cs2)N1	0.0	-48	-1.8	-18
COc1ccc(CNC(=O)C(=O)N/N=C/c2ccc(O)c(OC)c2)cc1	0.6	2	-0.3	10
CCNC(=S)N(Cc1ccc(OC)cc1)C1CC(=O)N(c2ccc(F)cc2)C1=O (centres undefined)	0.0	-12	0.8	-4
CCOC(=O)CSc1nnnn1-c1cc(OC)c(Cl)cc1Cl	0.1	0	-1.3	-5
CC(C)n1ccc(C(=O)Nc2cc(C(C)(C)C)no2)n1	-0.1	-98	-0.2	6
COc1ccc(OC)c(NC(=O)CSc2nnc(-c3ccccc3)n2-n2cccc2)c1	0.0	6	-1.1	14
O=C(OCC(=O)N1CCc2ccccc21)c1ccc([N+](=O)[O-])s1	-0.4	7	-0.7	1
COc1cc([N+](=O)[O-])cc2cc(C(=O)NC(C)(C)CC(C)(C)C)c(=O)oc12	0.0	-3	-3.2	17
CC1=C(C(=O)OCC2CCCCC2)C(c2cccc(Oc3ccccc3)c2)NC(=O)N1 (centres undefined)	0.0	-8	0.9	15
COc1cc(C2=N/C(=C\c3ccco3)C(=O)O2)cc(OC)c1OC	-0.1	-10	0.1	-8
Cc1cnn(CCCNC(=O)c2csc3ccccc23)c1	0.2	2	2.0	11
O=C(CC12CC3CC(CC(C3)C1)C2)NNC(=O)c1cccc(S(=O)(=O)N2CCCC2)c1	0.0	2	0.5	-8

The closing 2 records of the section before lead into the next:
structure | FBW7 act | TEAD-YAP block | GPR151 activ | MITF primary
Cc1cnn(CCCNC(=O)c2csc3ccccc23)c1 | 0.2 | 2 | 2.0 | 11
O=C(CC12CC3CC(CC(C3)C1)C2)NNC(=O)c1cccc(S(=O)(=O)N2CCCC2)c1 | 0.0 | 2 | 0.5 | -8
O=C(O)Cn1c(/C=C/c2ccccc2)nc2ccccc2c1=O | 0.7 | -7 | -0.7 | 12
Cc1cc(Cl)ccc1OCCn1cncn1 | 0.0 | 0 | -0.3 | -1
COc1cccc(CNC(=O)c2[nH]c3cc(-c4cn[nH]c4)ccc3c2CN2CCN(C)CC2)c1 | -0.2 | -2 | -0.3 | -2
COc1cccc(-c2cnnc(NCc3cccc(SC)c3)n2)c1 | 0.0 | -6 | -1.0 | 11
O=C(Nc1ccc(Br)cc1)/C(=C/c1ccncc1)NC(=O)c1ccccc1 | 0.7 | 7 | -0.8 | 11
Cc1ccc(S(=O)(=O)Nc2ccccc2C(=O)Nc2sccc2C(N)=O)cc1 | 0.0 | -9 | -2.2 | -1
COc1ccc2[nH]cc(NC(=O)N3CCCC3)c(=O)c2n1 | 0.0 | -3 | 1.6 | -6
C/C(=C\c1ccccc1)CN1CCc2nnc(CCNC(=O)C3CCC3)n2CC1 | 0.0 | 5 | 2.2 | 3
C=CCNC(=O)c1ccc2c(c1)OCO2 | 0.0 | 7 | -2.3 | 11
CC(=O)N1CCC(N(C(=O)Nc2cc(C)ccc2C)C(C)C)CC1 | 0.1 | -3 | 0.8 | 7
CC1(Cc2ccccc2)C(=O)Nc2ccc(-c3cccnc3)cc21 (centres undefined) | 0.0 | 18 | 0.1 | 8
O=C(NNC(=S)NC(=O)c1cc2ccccc2oc1=O)c1ccc2c(c1)OCO2 | 0.0 | -21 | -0.5 | 0
Nc1cc(=O)[nH]c(SCn2nnc3ccccc3c2=O)n1 | -0.2 | 1 | -0.5 | -11
CCOC(=O)c1sc2nc(C)n(Cc3csc(-c4ccc(Cl)cc4)n3)c(=O)c2c1C | -0.1 | -9 | -0.7 | -5
O=C(CCCOc1ccc(Cl)cc1Cl)Nc1ncc(Cc2cccc(Cl)c2Cl)s1 | 0.0 | -1 | -0.4 | 13

(continued)
structure | FBW7 act | TEAD-YAP block | GPR151 activ | MITF primary
CCN(CC)S(=O)(=O)c1cc(C(=O)Nc2ccccc2)ccc1OC | 0.1 | -8 | 1.1 | 6
COc1cccc(/C=C/C(=O)c2ccc(F)cc2)c1 | 0.0 | -26 | -1.5 | -4
CC(C)(C)c1ccc(/C=N/NC(=O)COc2ccc(C#N)cc2)cc1 | 0.7 | 10 | 0.1 | 9
CN(C)CCCOC(=O)c1cccnc1Cl | -0.1 | -2 | -1.4 | 6
CN(c1ccccc1)S(=O)(=O)c1cc(C(=O)OC2CCCCC2=O)ccc1Cl (centres undefined) | -0.2 | -2 | 1.1 | -8
COc1ccc(OC)c(Nc2nc(-c3cccc(N4C(=O)c5ccccc5C4=O)c3)cs2)c1 | 0.1 | -2 | -1.7 | 4
CC(C)(C)c1ccc(OCCNC(=O)c2cncc(Br)c2)cc1 | 0.5 | 7 | 0.1 | 4
O=C1OC(c2ccccc2Cl)=N/C1=C\c1cccs1 | -0.1 | 1 | 0.8 | 7
CCOc1ccc(C(C)C)cc1S(=O)(=O)NCc1ccccc1 | 0.1 | 6 | -1.1 | 6
Cc1cc(C2(c3ccc(O)c(C)c3)C(=O)Nc3ccccc32)ccc1O | 0.1 | -5 | -1.8 | 16
CCc1sc(C(=O)N2CCN(S(=O)(=O)c3ccccc3)CC2)cc1Br | 0.8 | 13 | 1.3 | 8
COc1ccc(N2CCN(Cc3nnnn3CS(=O)(=O)c3ccc(C)cc3)CC2)cc1 | 0.0 | -2 | -0.1 | -14
CN(C)c1ccc(NC(=O)CC(C(=O)O)N(C)C)cc1 (centres undefined) | 0.3 | 12 | 1.1 | 10
CCn1cc(NC(=O)Nc2ccc(OC)c(OC)c2)c2ccccc21 | -0.4 | 5 | -0.2 | 10
O=C(CC12CC3CC(C1)CC(CC(=O)N(c1ccccc1)c1ccccc1)(C3)C2)N(c1ccccc1)c1ccccc1 | 0.2 | -9 | 1.4 | -18

Later entries.
structure | FBW7 act | TEAD-YAP block | GPR151 activ | MITF primary
CCSc1nnc2c(n1)OC(c1ccccn1)N(C(=O)CC)c1ccccc1-2 (centres undefined) | 0.7 | 10 | 0.8 | 13
Cc1nnc(CN(C)C2CCN(c3ccc(C(=O)NC4CCCC4)cc3)CC2)o1 | -0.1 | -4 | -0.6 | 10
COc1cccc2sc(=NC(=O)c3ccc(C(C)=O)cc3)n(C)c12 | -0.1 | 9 | 0.8 | 8
CCC(=O)N1c2ccc(S(=O)(=O)N3CCN(C)CC3)cc2CC1C (centres undefined) | -0.3 | -7 | -0.2 | -6
O=C1N[C@@H](COCc2ccccc2)C(=O)N2C[C@@H](NCc3ccc(CN4CCCCC4)s3)C[C@@H]12 | 0.0 | -5 | -0.2 | 1
CC12CC3CC(C)(C1)CC(C(N)=O)(C3)C2 | 1.0 | 4 | -1.5 | 2
COC(=O)/C(=C/c1cn(C)c2ccccc12)[N+](=O)[O-] | -0.1 | -2 | 0.1 | 8
CCCN1C(=O)/C(=C2\SC(N)=NC2=O)c2cc(Br)ccc21 | -0.1 | 11 | -1.0 | 7
